Screens as filed in PubChem BioAssay.
GSIS activator: primary screen for activators of insulin secretion dependent on glucose, INS-1E cells, GLuc reporter luminescence; hit rate 0.61% among 370,000; AID 743287; activation, % at 16.6 µM; INS-1E GLuc reporter insulin secretion, 2-3 h;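 active = lowest replicate activation of at least 40%, so every replicate reaches that level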;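 note: 0% = median of neutral control wells and 100% = median of IBMX positive control wells; some compounds called inactive have numbers as strong as hits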
F508del corr: correctors of CFTR F508del function in bronchial epithelial cells | activity (quench increase), % at 7.58 µM | AID 720511 | hit rate 0.36% among 350,000 | CFBE cells, YFP halide quenching; stimulated with forskolin plus potentiator P3; % fluorescence drop versus neutral controls;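 active = mean added fluorescence quench of at least 8% versus neutral control, with both replicates also reaching 8%; inconclusive = only one of the mean or replicate conditions met; inactive = mean below 8% and not both replicates reaching 8%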;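 note: cells transiently co-express mutant CFTR-F508del with the halide-sensitive YFP; corrector assay measuring rescue of mutant channel to the surface after 24 h compound exposure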
EWS-Fli block: EWS/Fli transcriptional activity inhibition; A673 NR0B1-luciferase reporter, viability-normalised; inhibition, % at 12.6 µM; hit rate 0.67% among 350,000; AID 651661;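 active = mean inhibition of at least 50% after viability correction, with every replicate also passing that limit; inconclusive = mean reaches 50% but only one of two replicates passes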;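 note: firefly luciferase signal divided by Alamar Blue viability fluorescence both relative to DMSO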
PAX8 inh HTS: PAX8 transcriptional activity inhibition | RMG-I TPO-luciferase reporter, SteadyGlo, 24 h | inhibition, % at 12.6 µM | hit rate 1.2% among 360,000 | AID 652154;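 active = mean replicate inhibition at least 60% with every replicate also reaching 60%; inconclusive = only one of the two criteria is met; inactive = mean below 60% and not all replicates reaching 60%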;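 note: luciferase light reporting Pax8 driven TPO promoter activity; plate controls were median of neutral control wells for no effect and mitoxantrone controls for full effect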
miR122 inh: inhibitors of miR-122 in Huh7 cells; Huh7 miR-122 Renilla luciferase sensor, 48 h; neutral wells = 0, positive control = 100; activation (reporter increase), % at 12.5 µM; hit rate 0.3% among 340,000;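 active = mean replicate activation score at least 90 and every replicate individually at or above 90; inconclusive = only one of the two criteria met; inactive = neither criterion met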;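 note: higher luciferase means less miR-122 activity so hits act as miR-122 inhibitors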
DENV2 CPE: protects cells from dengue virus 2 cytopathic effect; DENV2-infected cells, cytopathic effect rescue, plate reader; CPE inhibition, % at 9.99 µM; hit rate 1.7% among 350,000; AID 651640; in the data active = CPE inhibition above about 20%, passing the limit was not always enough; inconclusive = no clear call, values can overlap the other calls; tested in BHK-21 cells;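 note: 0% = median of neutral control wells and 100% = median of positive control wells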
FN deposition inh: fibronectin deposition inhibition. AH1F fibroblasts, Alexa488-fibronectin deposition fluorescence, overnight. hit rate 0.086% among 350,000. inhibition, % at 12.6 µM;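 active = mean inhibition across replicates of 30% or more, regardless of how many single replicates reach that level; inconclusive = mean under 30% yet at least half of replicates reach 30%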;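 note: positive control wells lacked labelled fibronectin entirely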
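Material: AH1F fibroblast monolayer depositing Alexa488-labelled fibronectin into matrix | Input: 10000 AH1F cells/well | Medium: DMEM plus 2% serum, read in PBS | Reagent: Alexa488-fibronectin, 24 nM final in well | Compound dosing: One dose per compound, pinned | Schedule: 1 h adhesion, overnight exposure | Measured by: Fluorescence at 485 nm excitation, 525 nm emission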
The depositor's hits bear a star; ? = inconclusive; . = no result given; & = joins results of further samples; ! = not confirmed by another sample; [ ] = dose if it differs, or a comment.

SMILES	GSIS activator	F508del corr	EWS-Fli block	PAX8 inh HTS	miR122 inh	DENV2 CPE	FN deposition inh
COc1ccc(-c2ccc3c(c2)O[C@H](CN(C)C)[C@@H](C)CN([C@@H](C)CO)S3(=O)=O)cc1	29	-0.2	1	.	30[16.7 µM]	-4	-2
Nc1ccc(C(=O)Nc2ccccc2C(=O)O)cc1	.	.	.	-19	2	.	1
O=C1/C(=C/c2ccncc2)SC(=S)N1C1CCS(=O)(=O)C1 (stereo not drawn)	.	.	.	-44	-2	.	-1
Cc1ccc(S(=O)(=O)N[C@H]2CC[C@@H](CC(=O)N3CCN(c4ccccc4)CC3)O[C@H]2CO)cc1	-5	1.3	3	2	.	3	.
CN(Cc1ccccc1NS(=O)(=O)c1ccc(Cl)cc1)C1CCCCC1	-7	-2.0	4	20	-3	-3	-8
CCOC(=O)C(C)NC(=O)Cn1ncc2c(=O)oc3ccc(C)cc3c21 (stereo not drawn)	-4	0.5	9	-5	.	10	-4
CCS(=O)(=O)N1CCN=C1SCc1cccc(F)c1	-14	-2.5	1	-15	-3	14	10
CC(=O)NC[C@H]1[C@H](c2ccc(C3=CCCCC3)cc2)[C@H](CO)N1C(=O)NC(C)C	-20	0.8	-1	9	-7[16.7 µM]	-10	-3
C[C@@H]1CCCCO[C@@H](CN(C)Cc2ccc(Cl)c(Cl)c2)[C@@H](C)CN([C@H](C)CO)C(=O)c2cc(NC(=O)CCC(F)(F)F)ccc2O1	-19&-18	3.8&2.1	4&-32	67*!	-2	?	-7
COc1ccc(S(=O)(=O)N2CC[C@H]3[C@@H](CO)N(C)c4ccc(-c5ccccc5F)cc4[C@H]32)cc1	1	-1.5	5	-2	2[16.7 µM]	5	-1
CCOc1ccc(/C=N/NC(=O)c2ccncc2)cc1OC	.	0.8	6	-14	-5	?	-3
CC(C)NC(=O)Nc1ccc2c(c1)C(=O)N([C@@H](C)CO)C[C@@H](C)[C@H](CN(C)S(=O)(=O)c1ccc(F)cc1)OCCCC[C@@H](C)O2	-2	-4.1	-2	-3	5[16.7 µM]	?	.
COc1ccc(CNC(=O)CCn2cccc2)cc1	.	.	.	-15	0	.	-2
Cc1nc(NC(=S)NC(=O)c2cccs2)ccc1Br	14	.	-12	23	.	5	2
C/C(=N\n1cnnc1)c1ccc(C#N)cc1	13	3.1	3	5	.	-2	4
CC(C)NC(=O)N(C)C[C@H]1Oc2cc(C#CC3CC3)ccc2S(=O)(=O)N([C@@H](C)CO)C[C@@H]1C	-8	-4.8	-3	.	-21[16.7 µM]	13	.
O=C(O)C[C@H]1C[C@@H]2c3cc(NC(=O)CC4CC4)ccc3O[C@@H]2[C@@H](CO)O1	-14	0.8	1	-9	-9[16.7 µM]	0	1
C[C@@H]1CN([C@H](C)CO)C(=O)Cc2cc(NS(=O)(=O)c3cccs3)ccc2O[C@H]1CN(C)C(=O)Nc1ccccc1	-1	-1.6	-9	-9	-4[16.7 µM]	-1	.
Cc1noc(C)c1NC(=O)N(C)C[C@@H]1Oc2c(NC(=O)Nc3cccc4ccccc34)cccc2C(=O)N([C@H](C)CO)C[C@H]1C	25	2.5	-9	.	2[16.7 µM]	-2	.
O=C(CN1CCN(Cc2ccccc2)CC1)N/N=C/c1ccccc1F	.	2.8	-11	25	-9	-2	2
O=C(CN1CCOCC1)NC[C@H]1N[C@H](CO)[C@@H]1c1ccc(-c2ccccc2)cc1	-1	-0.5	-3	0	50[16.7 µM]	-8	0
Cc1cc(C(=O)Nc2cccc3c2O[C@H](CN(C)Cc2ccc(-c4ccccc4)cc2)[C@H](C)CN([C@@H](C)CO)C3=O)n(C)n1	-37	4.9	-7	11	-7[16.7 µM]	-15	.
COc1cccc(S(=O)(=O)N2CCCCN3[C@H](C2)[C@@H](c2ccc(-c4cccnc4)cc2)[C@@H]3CO)c1	1	4.6	-1	9	12[16.7 µM]	-11	.
C[C@H]1CN([C@@H](C)CO)C(=O)c2cc(NC(=O)Nc3ccccc3)ccc2O[C@H]1CN(C)C(=O)Nc1ccc(C(F)(F)F)cc1	-28	0.1	-10	.	-6[16.7 µM]	9	.
CN1CCN(C(=O)CNC(=O)C23CC4CC(CC(C4)C2)C3)CC1	-2	0.7	8	-24	.	-2	8

More records:
SMILES	GSIS activator	F508del corr	EWS-Fli block	PAX8 inh HTS	miR122 inh	DENV2 CPE	FN deposition inh
CSc1ccccc1NC(=O)Cn1nnc(-c2ccc(S(C)(=O)=O)cc2)n1	-1	1.6	-2	8	.	-2	-2
COCCCn1c(SCC(=O)N2CCOCC2)nnc1-c1ccco1	4	-0.3	0	-3	0	-1	6
COc1ccc(NC(=O)C2CCN(S(=O)(=O)c3cccc4cccnc34)CC2)cc1OC	31	-1.3	-3	1	-7	-6	-3
Cn1cnc(S(=O)(=O)N[C@H]2CC[C@H](CC(=O)Nc3ccccc3)O[C@H]2CO)c1	-1	-0.9	3	.	.	-2	5
CC1=CC(C/C(C)=C/COc2ccc3ccc(=O)oc3c2)OC1=O (stereo not drawn)	-2	-1.9	-8	.	4	-17	.
C[C@H]1CN([C@@H](C)CO)S(=O)(=O)c2ccc(C3=CCCC3)cc2O[C@H]1CN(C)C(=O)Cc1ccncc1	1	-0.5	-2	2	11[16.7 µM]	-5	-6
CC(=O)c1ccc(NC(=S)N2CCN(c3ccccn3)CC2)cc1	1	-1.3	-18	6	.	-2	0
Cn1nc(C(C)(C)C)cc1C(=O)N1CCCCC1c1cc(C(=O)Nc2ccc(F)c(Cl)c2)no1 (stereo not drawn)	.	-4.9	16	25	-1	11	8
CCC(=O)N(C)C[C@@H]1Oc2cc(C#CCN(C)C)ccc2S(=O)(=O)N([C@H](C)CO)C[C@H]1C	3	1.1	2	.	-4[16.7 µM]	-4	6
CC12CN3CCN(CC(C3)/C1=N\N=C1/C3CN4CCN(C3)CC1(C)C4)C2	8	-1.2	3	21	-20	.	1
CC(=O)NNC(=O)c1csc(-c2csc(C)n2)n1	5	-2.9	-3	-10	.	0	1
COc1ccc(CN(C)C[C@@H]2Oc3ccc(NS(C)(=O)=O)cc3C(=O)N([C@@H](C)CO)C[C@H]2C)cc1	12	-2.0	-1	-3	-4[16.7 µM]	10	.
CCCNC(=O)C[C@H]1CC[C@@H]2[C@@H](COc3ccc(NS(=O)(=O)CC)cc3C(=O)N2C)O1	3	1.1	-4	-8	-4[16.7 µM]	3	-8
CN(CCCN1CCCCC1)C(=O)c1cc(COc2ccc(F)cc2F)on1	-7	2.7	7	-6	.	-4	-4
C#CCn1c2ccccc2c2nc3ccccc3nc21	17	3.3	-30	-53	.	-1	-8
C[C@H](O)C#Cc1ccc2c(c1)O[C@H](CN(C)Cc1ccncc1)[C@@H](C)CN([C@@H](C)CO)S2(=O)=O	4	2.9	-11	.	-2[16.7 µM]	1	-4
O=C(N/N=C/c1cccnc1)c1cc(-c2ccccc2OCc2ccccc2)n[nH]1	25	0.3	21	35	5	7	7
Cc1ccccc1NC(=O)c1ccccc1-c1ccccc1	0	0.2	1	4	-2	5	-4
COC(=O)C[C@@H]1CC[C@@H]2[C@@H](COc3ccc(NC(=O)c4cccc(Cl)c4)cc3C(=O)N2C)O1	-5	.	11	-19	.	7	3
CC(C)CN(C(=O)COC(=O)Cc1cccc2ccccc12)c1c(N)n(Cc2ccccc2)c(=O)[nH]c1=O	-1	-0.5	-1	11	.	-1	-2
COc1ccc(CCN2C(=O)CS/C2=N\NC(=O)c2cccs2)cc1OC	29	-4.1	-5	0	.	-3	-12
Cc1nc(SCc2ccc(F)cc2)c([N+](=O)[O-])[nH]1	.	-0.1	8	45	.	71*	-6
COCC(C)Nc1nc(C)c(C(C)=O)s1 (stereo not drawn)	9	0.7	-8	2	.	-4	.
COc1ccc(NS(=O)(=O)c2ccc(OC)c(NC(=O)CNC(=O)c3ccc(OC)cc3)c2)cc1	-15	4.6	12	20	80	0	5
C[C@@H]1CN([C@H](C)CO)C(=O)c2cc(NC(=O)Cc3ccccc3)ccc2O[C@H]1CN(C)Cc1ccncc1	15	3.3	11	18	13[16.7 µM]	0	.

Structures from the list above that contain a CF3 group (two):
SMILES	GSIS activator	F508del corr	EWS-Fli block	PAX8 inh HTS	miR122 inh	DENV2 CPE	FN deposition inh
C[C@@H]1CCCCO[C@@H](CN(C)Cc2ccc(Cl)c(Cl)c2)[C@@H](C)CN([C@H](C)CO)C(=O)c2cc(NC(=O)CCC(F)(F)F)ccc2O1	-19&-18	3.8&2.1	4&-32	67*!	-2	?	-7
C[C@H]1CN([C@@H](C)CO)C(=O)c2cc(NC(=O)Nc3ccccc3)ccc2O[C@H]1CN(C)C(=O)Nc1ccc(C(F)(F)F)cc1	-28	0.1	-10	.	-6[16.7 µM]	9	.

More compounds
SMILES	GSIS activator	F508del corr	EWS-Fli block	PAX8 inh HTS	miR122 inh	DENV2 CPE	FN deposition inh
C[C@@H]1CN([C@@H](C)CO)C(=O)c2cc(NC(=O)Nc3cccc4ccccc34)ccc2O[C@H]1CN(C)Cc1ccc(Oc2ccccc2)cc1	-22	2.0	11	.	-7[16.7 µM]	29*	.
COc1ccc(C(C(=O)Nc2ccc3c(c2)OCCO3)n2c(=O)c(-c3cc4ccccc4[nH]3)nc3ccccc32)cc1 (stereo not drawn)	-41	5.9	-29	9	.	-4	6
CCNC[C@H]1[C@H](c2ccc(C3=CCCCC3)cc2)[C@@H](CO)N1C(=O)NC(C)C	1	0.7	4	5	33[16.7 µM]	-8	-8
Cc1ccccc1C(=O)Nc1nnc(CC(=O)N/N=C/c2cn(Cc3ccccc3)c3ccccc23)s1	26	1.8	-1	7	.	3	-3
O=C(CCN1C(=O)/C(=C/c2ccccc2Cl)SC1=S)NC1C=CS(=O)(=O)C1 (stereo not drawn)	6	-0.4	.	10	-4	2	5
CCOC(=O)c1cc(-c2ccccc2C)n(CC2CC(c3cccc([N+](=O)[O-])c3)=NO2)n1 (stereo not drawn)	.	3.2	8	-20	15	9	-12
COc1ccc2oc(C(=O)Nc3nc4ccc(S(C)(=O)=O)cc4s3)c(C)c2c1	3	2.9	-14	-16	2	2	2
CCOc1ccc(-c2nonc2NC(=O)c2ccco2)cc1OCC	19	1.5	2	-7	-3	-1	-12
CCCc1nn(C)c2c(=O)[nH]c(-c3cc(S(=O)(=O)N4CCN(C)CC4)ccc3OCC)nc12	10	1.3	7	-33	-8	?	-8
Cc1ccc(CN2CC(=O)N3[C@H](C2)[C@@H](c2ccc(-c4ccccc4F)cc2)[C@@H]3CO)cc1	-17	-1.6	-41	.	.	-4	-4
Cc1ccc(-c2nnn(CC(=O)N3c4ccccc4CCc4ccccc43)n2)cc1	12	1.4	16	.	-1	-3	.
Cc1noc(C)c1NC(=O)Nc1cccc2c1O[C@H](CN(C)S(=O)(=O)c1cn(C)cn1)[C@H](C)CN([C@@H](C)CO)C2=O	24	-0.3	-2	.	-3[16.7 µM]	13	3
O=C(NCCCN1CCN(c2ccccc2)CC1)C1CCCN(c2ncnc3c2nc2n3CCCCC2)C1 (stereo not drawn)	-15	-1.6	26	57	.	0	-17
C[C@H](CO)N1C[C@H](C)[C@H](CN(C)Cc2ccc(C(F)(F)F)cc2)OCCCC[C@H](C)Oc2ccc(NS(=O)(=O)c3ccccc3)cc2C1=O	-11	2.5	10	99*	-11[16.7 µM]	1	19
COCCn1c(N)c(N(Cc2ccccc2)C(=O)CN2C(=O)NC(C)(c3ccccc3)C2=O)c(=O)[nH]c1=O (stereo not drawn)	6	1.6	0	9	.	2	7
Cc1ccccc1-n1cnnc1SCC(=O)Nc1cccnc1Cl	11	1.1	3	5	.	.	-12
COc1ccc(NC(=O)C2Cc3c(-c4cccc(C(N)=O)c4)ccnc3O2)cc1 (stereo not drawn)	-3	-1.2	49	17	16	12	-7
